# Screens from PubChem BioAssay.
# CCT modulator = modulators of cytosolic chaperonin (CCT/TRiC) activity. purified chaperonin ATPase assay, HTRF ADP detection, 30 min. activity change, % (concentration not given with the values), hits read low. hit rate 0.3% among 360,000. AID 651819; in the data active means activity change below about -30%; further: on the % scale 0 is the no-effect control and ±100 the full control effect
#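 TRiC at 40 or 20 nM final (batch-dependent) in 30 mM Tris pH 7.4, 100 mM KCl, 5 mM MgCl2, 1 mM DTT, with compound at single 76 uM and 10 uM ATP, 30 min at 37 deg C. ADP detected by HTRF Transcreener, 665/615 ratio.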
# A549 tox = kills or reduces viability of A549 cells in Nrf2 counter-screen. A549 ARE-Fluc cells, CellTiter-Fluor viability, 18-24 h. Potency, µM (doses to about 46 µM), for the others: top-dose activity change, negative = cytotoxicity, most hits filed as inhibitors. hit rate 0.16% among 390,000; further: potency means the concentration at half of the fitted maximal effect; on the % scale 0 is the no-effect control and ±100 the full control effect
#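 Cytotoxicity counterscreen: CellTiter-Fluor fluorescence was measured in A549 ARE_Fluc cells after 18-24 h of compound exposure in a concentration series. The subsequent BugLite luminescent read reports ARE-luciferase activity.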
# Nrf2 block = blocks Nrf2 signaling; A549 ARE-Fluc reporter, luciferase luminescence, 18-24 h; hit rate 2.1% among 360,000; Potency, µM (doses to about 46 µM), inactives show at the top dose activity change, negative = inhibition, actives largely listed as inhibitors; AID 504444; further: potency means the concentration at half of the fitted maximal effect; on the % scale 0 is the no-effect control and ±100 the full control effect; nearly all actives have a fitted effect of over 60% in size
#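 Quantitative HTS in A549 cells stably bearing an antioxidant response element-firefly luciferase construct. Inhibition of Nrf2-driven transcription was scored by luminescence after 18-24 h of compound exposure at 37 °C.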
# Nrf2 activator = Nrf2 pathway activation; AREc32 ARE-luciferase reporter (MCF7-derived line), luminescence, 24 h; Potency, µM (top dose mostly 46.1 µM), for the others: top-dose activation, actives largely listed as activators; hit rate 0.31% among 410,000; AID 624171; further: potency means the concentration at half of the fitted maximal effect; % of control where 0% means no effect; nearly all actives have a fitted effect of over 65% in size
#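 Quantitative high-throughput format: AREc32 reporter cells, 1000 per well, received compound by pin transfer and were incubated 24 hr at 37 deg C, 5% CO2, before Steady-Glo luminescence detection.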
# TGFb SMAD3 inh = TGF-b pathway inhibition; HepG2 CAGA-GFP TGF-b/SMAD3 reporter, GFP fluorescence, 18 h; TGF-beta stimulated, 500 pg/mL final; hit rate 1.2% among 410,000; Potency, µM (top dose mostly 46.1 µM), for inactives: top-dose activity, negative = inhibition, most hits filed as inhibitors; further: potency means the concentration at half of the fitted maximal effect; on the % scale 0 is the no-effect control and ±100 the full control effect; nearly all actives have a fitted effect of over 65% in size
#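 Read-out: total well GFP (ex488/em500-530) summed from mean per-cell fluorescence. Cells: HEPG2 CAGA-GFP, 1% FBS DMEM, 18 h at 37 degrees C with 500 pg/mL final TGF-beta. Unstimulated wells served as the full-inhibition control; stimulated DMSO wells = 0%.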
# ATXN viability = reduces viability in counter-screen for ATXN expression inhibitors | S2 cells (HEK-293 line with an ATXN2-luciferase reporter) viability, CellTiter-Fluor protease fluorescence, 24 h | Potency, µM (series often up to 56.7 µM), actives largely listed as cytotoxic | hit rate 0.49% among 400,000 | AID 651635; further: potency means the concentration at half of the fitted maximal effect; nearly all actives have a fitted effect of over 40% in size
# pAkt inh = inhibitors of Akt phosphorylation; Neuro2A IGF-stimulated pAkt S473 HTRF, 20 min; hits give low values; activity change, % for hits at 50 µM; hit rate 0.32% among 360,000; AID 651550; in the data active means activity change below about -80%; inconclusive means mostly about -51% to -80%; further: on the % scale 0 is the no-effect control and ±100 the full control effect
#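 Single-point screen (50 µM final compound) in Neuro2A cells stimulated 20 min with 6 nM IGF at 37 deg C. After lysis, Ser473-phosphorylated Akt read by HTRF (ex 330 nm, em 615/665 nm) as the 665/615 ratio.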
# Mm-Cpn inhibitor = M. maripaludis TRiC chaperonin inhibition | purified Mm-Cpn ATPase, ADP Transcreener TR-FRET | Potency, µM (titrated, usually from 76.9 µM), for the others: at the top dose activity, negative = inhibition, hits mostly inhibitors | hit rate 0.031% among 330,000 | AID 504842; further: potency means the concentration at half of the fitted maximal effect; on the % scale 0 is the no-effect control and ±100 the full control effect; nearly all actives have a fitted effect of over 80% in size
#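 Reaction buffer contained 30 mM Tris pH 7.4, 100 mM KCl, 5 mM MgCl2 and 1 mM DTT. Mm-CPN (25 nM final) hydrolysed 10 uM ATP over 30 min at 37°C; ADP was read by HTRF.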
# HepG2 tox = kills HepG2 cells in TGF-b inhibitor counter-screen; HepG2 CAGA-GFP viability, ATP luminescence, 18 h; Potency, µM (highest dose often 46.1 µM), for inactives: at the highest dose activity change, negative = cytotoxicity, actives largely listed as cytotoxic; hit rate 0.76% among 410,000; further: potency means the concentration at half of the fitted maximal effect; some results filed as inactive show a strong effect at the top dose
#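 CellTiter-Glo luminescence gave cytotoxicity after 18 hours at 37 degrees C. The cells were HepG2 CAGA-GFP in 1% FBS DMEM, stimulated with 500 pg/mL TGF-beta after compound addition. %Activity was normalised to no-cell wells (complete cell-killing) and DMSO (no toxicity), and curves were fitted and classified.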
# Starred values were filed as active, the others as inactive; i = inactive; ? = inconclusive; / = no result given; & = joins results of further samples; [ ] = another dose, or the depositor's remark. Unless noted, the call rests on the fitted dose curve; in most records, active means well fitted curve in the direction sought with a large enough effect; inconclusive means small, poorly fitted or top-dose-only effect, or another doubt; inactive means no such curve, though single readings can be large; an effect the other way counts as inactive or inconclusive.
SMILES,CCT modulator,A549 tox,Nrf2 block,Nrf2 activator,TGFb SMAD3 inh,ATXN viability,pAkt inh,Mm-Cpn inhibitor,HepG2 tox
Cn1c(=O)c2c(nc(N3CCOCC3)n2CCNC2=NCCC2)n(C)c1=O,-0.5,23.2%,?,-0.7%,8.7%,i,i,/,-0.5%
COc1ccc(CCNC(=O)c2cc3c(=O)n(C)c4cc(Cl)ccc4c3s2)cc1OC,/,13.4%,6.0%,0.4%,17.5%,i,/,/,-18.4%
Cc1cc(C)c(NC(=O)CSc2nncn2-c2cccnc2)c(C)c1,-1.0,-9.3%,2.6%,-0.8%,?,?,i,3.1%,9.4%
CCOC(=O)CNc1c(-c2ccc(O)cc2)nc2ccccn12,-2.2,-1.6%,-8.9%,3.9%,-15.1%,i,i,-9.5%,-22.8%
CCCn1nc(Oc2nc(NCC)nc(NCC)n2)ccc1=O,0.5,-7.1%,-10.9%,5.6%,0.0%,i,i,0.1%,3.1%
Cn1nnnc1Sc1ncnc2scc(-c3cccc4ccccc34)c12,/,-21.5%&-9.2%,?,7.08µM*,?,?,/,-1.0%,2.0%
CCOc1cc(C2NC(=O)NC2=O)ccc1O (centres undefined),-1.3,-0.3%,4.9%,-0.5%,5.4%,i,i,2.7%,-22.2%
COCc1c(Br)c(C)nc(OCC(=O)O)c1C#N,0.7,10.2%,12.7%,0.3%,-6.1%,i,i,-0.8%,16.8%
O=C1NC(c2ccccc2)(C(F)(F)F)SC2=CCCCCN12 (centres undefined),0.8,-2.9%,-1.7%,0.4%,?,i,i,-0.9%,4.2%
COc1ccc(NC(=O)c2cc(Br)c(Br)s2)cn1,1.0,2.2%,?,19.5%,?,i,i,-6.8%,-41.3%
COc1ccc(S(=O)(=O)N2CCc3ccccc3C2)cc1,-1.4,4.3%,-18.8%,0.1%,-12.6%,i,i,1.7%,-9.3%
CC(=O)NC1C(OCc2ccccc2)OC2COC(C)(C)OC2C1O (centres undefined),1.5,-3.9%,3.0%,0.3%,6.0%,i,i,2.1%,9.0%
Cc1ccc(C(=O)N/C(=C/c2ccco2)C(=O)NCc2ccco2)cc1,-2.1,-2.4%,0.1%,2.3%,7.5%,i,i,1.3%,0.5%
COc1ccccc1N1C(=O)C2C(C(=O)c3ccccc3)=NN(c3ccccc3OC)C2C1=O (centres undefined),-2.7,-20.3%,4.2%,-1.5%,14.4%,/,i,-21.4%,-0.4%
COc1cc(NC(=O)c2noc3c2CC(C)CC3)c(OC)cc1Cl (centres undefined),/,3.8%,18.6%,0.9%,-25.6%,/,/,/,1.7%
COc1ccc(S(=O)(=O)N2CCOCC2)cc1NC(=O)C1COc2ccccc2O1 (centres undefined),1.0,10.0%,-1.9%,0.5%,-0.6%,i,i,3.3%,-6.3%
O=C(COc1ccc(F)cc1)N1CCc2ccccc2C1,-2.6,1.6%,4.3%,3.3%,-4.0%,i,i,1.8%,-31.8%
CCn1c(SCC(=O)NC(C)(C)C)nnc1-c1ccncc1,0.7,-0.5%,6.1%,-1.0%,-3.1%,i,i,-0.4%,2.1%
CCCCc1c(C)nc2c(OC)cccc2c1SCC(=O)O,-2.2,-7.7%,4.9%,7.4%,3.3%&-13.2%,i,i,-3.3%,-2.4%&-6.2%
CCOc1ccc(CN2CCNC(=O)C2CC(=O)NCC2CCOCC2)cc1 (centres undefined),-2.9,-0.8%,1.1%,-0.9%,-20.5%,i,i,0.2%,7.0%
COCCN(C(=O)CCC(=O)Nc1ccccn1)C(C(=O)NC(C)C)c1ccc(Cl)cc1 (centres undefined),-1.3,-2.2%,7.4%,-0.8%,15.0%,i,i,0.3%,12.0%
COc1ccc(NC(=O)C(c2ccc(OC)cc2)N(C)C(=O)Cc2cccs2)cc1 (centres undefined),-0.7,-2.3%&-13.8%,0.8%[9.27 µM],3.4%&0.1%,0.0%&-2.2%,i,i,-10.9%,-39.1%&-0.2%
CCOC(=O)N1CCN(C(=O)c2cc(Cl)c(Cl)cc2C(=O)O)CC1,-1.1,-2.2%,-25.4%,0.0%,-13.9%,i,i,-1.4%,1.2%
CC(C)c1ccc(-c2nc3ccccc3s2)cc1,0.3,-0.8%,?,-2.5%,-9.9%,i,i,-1.8%,-34.4%
O=C(NCc1ccc2c(c1)OCO2)C1CCC(=O)N1C1CCCC1 (centres undefined),-0.3,-3.2%,-28.7%,-0.2%,-5.5%,i,i,0.5%,-6.1%
Cc1cccc(CSc2cn(CC(=O)N3CCCCCC3)c3ccccc23)c1,/,-1.5%,?,8.6%,?,?,/,/,-15.7%
CCOc1ccc(NC(=O)CCCc2nc(-c3cccc(OC)c3)no2)cc1,/,-0.4%,-13.9%,0.0%,?,i,/,/,-23.2%
Cc1nnc(NC(=O)CSCc2ccccc2)s1,-1.2,8.2%,-2.9%,-1.0%,-0.2%,i,i,2.6%,-6.8%
CC(Oc1ccc(Br)cc1Cl)C(=O)Nc1ccncc1 (centres undefined),-0.5,0.3%,20.6µM*,-1.1%,?,i,i,0.6%,-42.5%
O=c1c2ccccc2[nH]c2ccc(F)cc12,-1.3,2.1%,?,0.0%,-11.3%,/,i,-3.7%,-9.2%
CC(C)CC(=O)c1c[nH]c(C(=O)NCC2CCCO2)c1 (centres undefined),-3.2,1.6%,/,4.4%,-3.3%,i,i,-1.8%,4.0%
COc1ccc(CCN(C(=O)/C=C/C(=O)O)C2CC(=O)N(c3ccccc3)C2=O)cc1 (centres undefined),0.9,4.2%,-19.8%,2.1%,10.7%,/,i,2.3%,2.6%
CCc1nnc(NC(=O)CSc2nnc(-c3ccc(NS(=O)(=O)c4ccccc4)cc3)o2)s1,-10.3,1.3%,-2.6%,0.4%,-7.1%,?,i,0.0%,-10.1%
COc1cccc(C(NC(=O)C2CCN(CCCOc3ccccc3)CC2)c2ccccn2)c1 (centres undefined),-0.2,/,/,0.1%,-3.6%,i,/,/,-6.8%
CC(=O)c1ccc(N2CCN(c3ncc(C(F)(F)F)cc3Cl)CC2)cc1,-1.8,0.0%,?,-0.4%,13.4%,i,i,-0.5%,1.8%
COc1ccc(S(=O)(=O)NCCCCNS(=O)(=O)c2ccc(OC)cc2)cc1,1.7,-1.6%,?,0.2%,-21.2%,i,i,0.0%,-0.9%
CC1CCCCN1Cc1c(O)ccc2c(=O)c(-c3ccccc3Cl)c(C(F)(F)F)oc12 (centres undefined),/,-0.2%,-3.0%,0.6%,-0.7%,i,/,/,-16.5%
CCCCOc1ccc(C(=O)Nc2ccncc2)cc1,-1.1,-7.9%,9.2µM*,3.9%,-26.1%,i,/,3.1%,-33.4%
CC(OC(=O)CC1CCCCC1)C(=O)Nc1cccc(C#N)c1 (centres undefined),-0.1,3.0%,-0.3%,-1.0%,-12.6%,i,i,-1.8%,-35.3%
CCOc1cc(/C=N/NC(=O)C2CCCC2)ccc1O,2.1,-1.2%,8.3%,-0.2%,5.8%,i,i,-1.1%,5.4%
CC1=NN(c2ccccc2)C(=O)/C1=C\c1cn(-c2ccccc2)nc1C,0.8,-10.9%,-3.6%,-0.2%,-1.1%,i,i,0.1%,2.6%
CCc1nnc(NC(=O)[C@@H]2CCCN2S(=O)(=O)c2ccc3c(c2)OCCO3)s1,0.2,-1.5%,-9.4%,2.7%,6.1%,i,i,1.1%,-7.1%
O=C(NCCCN1CCCC1=O)c1cc(COc2ccc(F)cc2F)on1,-5.1,-2.4%,8.7%,-1.3%,18.5%,i,i,-0.7%,6.1%
Cc1ccccc1CSCCNC(=S)Nc1ccccc1,-4.3,13.3%,-9.4%,2.7%,-24.2%,i,i,0.0%,-21.8%
CNC(=O)C(=O)Nc1cc2c3c(c1)CCC(=O)N3CCC2,1.2,8.3%,11.7%,-0.1%,29.0%,/,i,0.1%,4.2%
CCN(CC)CCCNc1nnc(C)c(=O)[nH]1,-0.9,0.6%,10.1%,-0.4%,0.6%,i,i,0.0%,0.4%
N#Cc1ccc(-c2nc3ccc(Br)cn3c2Cc2ccccc2C(F)(F)F)cc1,0.3,/,/,7.9%,-16.7%,i,i,/,-26.3%
COc1ccc(C(CNC(=O)C2CCN(S(=O)(=O)c3ccc(F)cc3)CC2)N(C)C)cc1 (centres undefined),-4.1,3.9%,1.9%,0.0%,2.3%,i,i,1.2%,-16.8%
CCN1CCN(S(=O)(=O)c2ccc(Cl)c(C(=O)NC(C)c3ccccc3Cl)c2)CC1 (centres undefined),4.4,5.5%,-2.9%,-0.4%,-8.7%,i,i,2.3%,-3.8%
CN(C)CCNC(=O)c1cc2c(s1)-c1ccc(Cl)cc1SC2,-0.9,4.0%,5.8µM*,-3.0%,11.2µM*,?,i,-4.3%,11.2µM*
CC(C)Oc1cccc(C(=O)C2CCCN(Cc3ccc4nonc4c3)C2)c1 (centres undefined),0.1,-0.5%,?,2.4%,0.8%,i,i,-0.2%,-3.4%
Cc1cccc(NS(=O)(=O)c2ccc(C(=O)N3CCN(c4ccccc4O)CC3)cc2)c1C,-1.4,-10.6%,?,-0.3%,?,i,i,-3.0%,-11.0%
CCN(CC(=O)Nc1c(F)cccc1F)C(=O)CSc1nc2ccccc2o1,-1.1,-8.2%,?,0.1%,0.2%,i,i,0.3%,-3.9%
COC(=O)C1CCN(c2csc3ccc(Cl)cc3c2=O)CC1,/,-7.9%,/,1.2%,-6.4%,i,/,/,-2.8%

# The order is random (roughly 4.4% active in at least one column).
